Nrf2 activator: qHTS of Nrf2 Activators; AREc32 ARE-luciferase reporter (MCF7-derived line), luminescence, 24 h; 0.31% of 410,000 active; AID 624171, 2012; Potency, µM (doses to about 46.1 µM), for inactives: top-dose activation, actives largely listed as activators; note: potency is the fitted concentration of half-maximal effect; % of control where 0% means no effect; nearly all actives have a fitted effect of over 65% in size
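Luciferase luminescence (Steady-Glo, 30 min at room temperature) served as the read-out of ARE activation in AREc32 cells treated with compounds for 24 hr at 37 deg C.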
Nrf2 block: Nrf2 qHTS screen for inhibitors. AID 504444, 2011. 2.1% of 360,000 active. A549 ARE-Fluc reporter, luciferase luminescence, 18-24 h. Potency, µM (doses to about 46 µM), for the others: at the top dose activity change, negative = inhibition, usual class: inhibitors; note: potency is the fitted concentration of half-maximal effect; % is set by controls: 0 for no effect and ±100 for the full control effect; nearly all actives have a fitted effect of over 60% in size
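Nrf2 function is reported as luminescence of an ARE-controlled luciferase in A549 cells. Compounds were tested at several concentrations, and a CellTiter-Fluor read on the same wells flagged cytotoxicity.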
HepG2 tox: qHTS for Inhibitors of TGF-b: Cytotox Counterscreen; Potency, µM (titrated, usually from 46.1 µM), without a hit: at the top dose activity change, negative = cytotoxicity, actives largely listed as cytotoxic; AID 588856, 2011; 0.76% of 410,000 active; HepG2 CAGA-GFP viability, ATP luminescence, 18 h; note: potency is the fitted concentration of half-maximal effect; some results filed as inactive show a strong effect at the top dose
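CellTiter-Glo luminescence gave cytotoxicity after 18 hours at 37 degrees C. The cells were HepG2 CAGA-GFP in 1% FBS DMEM, stimulated with 500 pg/mL TGF-beta after compound addition. %Activity was normalised to no-cell wells (complete cell-killing) and DMSO (no toxicity), and curves were fitted and classified.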
ATXN2 expr inh: Primary qHTS for Inhibitors of ATXN expression | HEK-293 ATXN2-luciferase reporter, luminescence, 24 h | Potency, µM (series often up to 57 µM), for the others: top-dose activity change, negative = inhibition, hits mostly inhibitors | 0.72% of 360,000 active; note: potency is the fitted concentration of half-maximal effect; % is set by controls: 0 for no effect and ±100 for the full control effect; nearly all actives have a fitted effect of over 55% in size
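qHTS (up to 57 uM final) was run with 24 h compound exposure of reporter cells at 37 °C. Each well was multiplexed: SteadyGlo luminescence measured ATXN2-luciferase expression after a fluorogenic Gly-Phe-AFC viability readout (25 uM final).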
S2 tox: Viability Counterscreen for Primary qHTS for Inhibitors of ATXN expression. S2 cells (HEK-293 line with an ATXN2-luciferase reporter) viability, CellTiter-Fluor protease fluorescence, 24 h. Potency, µM (titrated, usually from 56.7 µM), actives largely listed as cytotoxic. 0.49% of 400,000 active. AID 651635, 2014; note: potency is the fitted concentration of half-maximal effect; nearly all actives have a fitted effect of over 40% in size
A549 tox: Nrf2 qHTS screen for inhibitors: counterscreen for cytotoxicity; Potency, µM (doses to about 46 µM), for inactives: top-dose activity change, negative = cytotoxicity, most hits filed as inhibitors; 0.16% of 390,000 active; A549 ARE-Fluc cells, CellTiter-Fluor viability, 18-24 h; note: potency is the fitted concentration of half-maximal effect; % is set by controls: 0 for no effect and ±100 for the full control effect
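A549 ARE-Fluc cells in 5% FBS OPTI-MEM, 5000 cells/well, rested 2 h then exposed to compounds in concentration-response for 18-24 h at 37 °C. Viability by CellTiter-Fluor fluorescence (Ex 405/Em 525) after 30 min; luciferase luminescence (BugLite, 15 min, RT) read afterwards.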
TGFb inhibitor: qHTS for Inhibitors of TGF-b. AID 588855, 2011. HepG2 CAGA-GFP TGF-b/SMAD3 reporter, GFP fluorescence, 18 h; TGF-beta stimulated, 500 pg/mL final. 1.2% of 410,000 active. Potency, µM (doses to about 46.1 µM), for inactives: at the highest dose activity, negative = inhibition, usual class: inhibitors; note: potency is the fitted concentration of half-maximal effect; % is set by controls: 0 for no effect and ±100 for the full control effect; nearly all actives have a fitted effect of over 65% in size
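TGF-beta reporter screen: HEPG2 CAGA-GFP, 1% FBS, 500 pg/mL TGF-beta final, 18 h; per-cell GFP summed per well; curves fitted and categorized by class.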
IL-2 act: qHTS of IL-2 Activators; IL-2 activation reporter assay, cell-based qHTS; stimulated with anti-CD3/CD4/CD28 beads; in transgenic mouse T cells; activation, % (series mostly up to about 46 µM); 0.065% of 360,000 active; in the data active = activation above about 50%; inconclusive = mostly about 30% to 49%; note: 0% is about no effect
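Readout is EGFP and DsRed signal by fluorescent plate cytometry after 18 h at 37 degrees C. Transgenic mouse T cells (750/well) received compound for 60 min before bead stimulation (anti-CD3, anti-CD4, anti-CD28); memory T cells served as non-tolerant control.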
EPAC2 agonist: qHTS for Agonist of cAMP-regulated guanine nucleotide exchange factor 4 (EPAC2): primary screen | EPAC2 activation, biochemical qHTS; response scale: 100% = 6.5 mM cAMP response | 0.079% of 360,000 active | Potency, µM (top dose mostly 154 µM), for inactives: at the highest dose activation, most hits filed as activators; note: potency is the fitted concentration of half-maximal effect; nearly all actives have a fitted effect of over 50% in size
Target sequence (Q8WZA2 whole entry, looked up): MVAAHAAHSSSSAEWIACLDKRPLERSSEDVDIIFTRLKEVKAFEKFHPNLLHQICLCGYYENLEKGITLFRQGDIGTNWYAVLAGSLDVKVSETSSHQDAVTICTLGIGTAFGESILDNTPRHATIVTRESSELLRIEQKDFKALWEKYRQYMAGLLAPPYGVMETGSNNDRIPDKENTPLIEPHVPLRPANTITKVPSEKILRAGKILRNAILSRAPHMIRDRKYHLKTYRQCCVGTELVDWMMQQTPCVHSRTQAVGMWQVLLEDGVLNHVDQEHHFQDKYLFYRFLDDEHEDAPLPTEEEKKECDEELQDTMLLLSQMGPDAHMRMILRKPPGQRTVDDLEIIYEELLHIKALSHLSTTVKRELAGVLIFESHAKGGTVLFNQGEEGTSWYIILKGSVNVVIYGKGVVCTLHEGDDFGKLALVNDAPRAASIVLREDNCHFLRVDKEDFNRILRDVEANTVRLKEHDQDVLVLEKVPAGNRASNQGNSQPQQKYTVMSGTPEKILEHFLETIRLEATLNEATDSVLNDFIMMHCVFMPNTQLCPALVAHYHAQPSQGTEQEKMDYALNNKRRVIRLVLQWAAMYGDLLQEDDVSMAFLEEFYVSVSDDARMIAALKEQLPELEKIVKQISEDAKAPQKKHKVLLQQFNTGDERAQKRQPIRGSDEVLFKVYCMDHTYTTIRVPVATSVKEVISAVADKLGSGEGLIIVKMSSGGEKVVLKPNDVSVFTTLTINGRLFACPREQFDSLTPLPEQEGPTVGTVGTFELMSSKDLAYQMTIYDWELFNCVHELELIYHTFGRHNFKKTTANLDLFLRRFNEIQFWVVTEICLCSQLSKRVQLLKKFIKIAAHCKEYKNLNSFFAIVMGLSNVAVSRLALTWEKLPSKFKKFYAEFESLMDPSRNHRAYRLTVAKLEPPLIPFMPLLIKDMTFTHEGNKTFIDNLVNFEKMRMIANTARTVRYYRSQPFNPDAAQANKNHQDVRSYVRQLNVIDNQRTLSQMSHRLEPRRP
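EPAC2 (100 nM) mixed with Rap1B loaded with BODIPY-GDP (250 nM) plus 50 uM unlabeled GDP; compounds pinned in, 5 min RT, then read every 5 min for 30 min (ex 480, em 540 nm). Normalized to cAMP control.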
* hit, by the source's call; i = inactive; ? = inconclusive; / = no result given; [ ] = another dose, or the depositor's remark. Unless noted, calls come from the whole dose curve; as a rule, active = well fitted curve in the direction sought with a large enough effect; inconclusive = small, poorly fitted or top-dose-only effect, or another doubt; inactive = no such curve, though single readings can be large; an effect the other way counts as inactive or inconclusive.

SMILES	Nrf2 activator	Nrf2 block	HepG2 tox	ATXN2 expr inh	S2 tox	A549 tox	TGFb inhibitor	IL-2 act	EPAC2 agonist
CCCCNC(=O)c1cc2c(C)cc(C)cc2[nH]1	-0.1%	-1%	-3%	8%	i	1%	4%	0.8	7%
CCOc1ccccc1-c1ccc(C(=O)NCc2ccccc2)o1	5.2%	?	3%	-17%	?	1%	?	0.1	13%
O=C(Nc1ccccc1)N1C2CCC1CC(O)(c1cccnc1)C2 (centres undefined)	-0.3%	9%	-1%	0%	i	10%	?	-0.5	-1%
COC(=O)c1nnn(-c2ccccc2)c1N	2.8%	13%	4%	50%[activator]	i	0%	-7%	-3.4	-3%
CCN(C(=O)Cn1cc(C(=O)c2ccc(F)cc2)c(=O)c2ccc(C)nc21)c1cccc(C)c1	4.3%	-13%	-2%	-8%	i	-3%	-32%	/	/
Cc1ccc(C(=O)C(C)OC(=O)CCS(=O)(=O)c2ccc(C)cc2)cc1 (centres undefined)	3.6%	4%	6%	-2%	i	-2%	-4%	0.4	7%
Cc1nc2ccccc2cc1C(=O)N/N=C/c1ccc([N+](=O)[O-])cc1	0.6%	-10%	8%	0%	i	-2%	-5%	-2.3	3%
Cn1c(=O)c2[nH]c(Cc3cccc(O)c3)nc2n(C)c1=O	5.1%	-21%	2%	-30%	i	1%	0%	1.0	18%
Cc1nc(-c2ccc(S(=O)(=O)N3CCN(c4ccc(F)cc4)CC3)cc2)co1	-0.9%	/	-23%	-10%	i	0%	-27%	/	/
COc1ccc(CNC(=O)CSc2ncc(S(=O)(=O)c3ccc(Br)cc3)c(=O)[nH]2)cc1	-0.3%	-1%	2%	7%	i	4%	6%	/	/
CC1CCC(Nc2ncnc3onc(-c4ccc(F)cc4)c23)CC1 (centres undefined)	0.2%	?	-2%	3%	i	13%	-7%	/	/
O=C(NCc1ccncc1)c1ccc(Oc2ccccc2)cc1	3.2%	?	-2%	-18%	i	-12%	-14%	-5.0	-9%
CCOC(=O)c1ccc(-n2nc(C)cc2C)cc1	4.4%	6%	-5%	/	i	0%	-7%	-0.2	2%
CCN(CC)S(=O)(=O)c1ccc(OC)c(NC(=O)CSCc2c(C)noc2C)c1	-0.3%	?	-14%	-8%	i	2%	9%	-0.8	6%
CCn1c(Cc2cccs2)nnc1SCC(=O)NC(C)(C)C	0.1%	?	-4%	3%	i	0%	2%	-5.5	-1%
O=C(COC(=O)C1(c2ccccc2)CC1)N1CCN(c2ccc(F)cc2)CC1	0.3%	?	-15%	-16%	i	0%	22%	-0.3	-1%
CCOC(=O)N1CCN(S(=O)(=O)c2ccc(C(=O)N(CCN(C)C)c3nc4c(C)cccc4s3)cc2)CC1	-0.2%	7%	-47%	-12%	i	-5%	23%	-3.2	13%
COc1cc(/C=C(/C#N)C(=O)Nc2ccccc2)ccc1OCc1ccc(C(=O)O)cc1	0.5%	-2%	-13%	/	i	0%	-12%	-2.0	18%
CCCCc1nn2c(=O)cc(COC(=O)c3ccco3)nc2s1	-0.2%	?	-21%	1%	i	0%	-16%	/	/
O=C(CSc1nc2ccccc2c(=O)[nH]1)Nc1cccc([N+](=O)[O-])c1	6.0%	-13%	-43%	-5%	i	1%	4%	-6.5	3%
O=C(O)CSCC(=O)N1N=C2/C(=C/c3ccccc3)CCCC2C1c1ccccc1 (centres undefined)	3.7%	-15%	-5%	8%	i	4%	-9%	2.5	6%
CC(CC(=O)c1ccccc1)=NCC(O)CN=C(C)CC(=O)c1ccccc1 (centres undefined)	1.8%	/	-18%	/	i	/	-18%	-0.4	-6%
CN(C(=O)COC(=O)c1ccc(S(=O)(=O)N2CCOCC2)cc1)c1ccccc1	-0.2%	1%	-9%	4%	i	-9%	1%	0.4	8%
O=C(O)CC(NC(=O)Cc1ccccc1)c1ccccc1 (centres undefined)	-0.3%	6%	-5%	/	?	-1%	1%	2.9	-1%
CC(OC(=O)Cc1coc2ccc3ccccc3c12)C(=O)Nc1ncc(Cl)cc1Cl (centres undefined)	0.8%	2%	-6%	-19%	i	9%	-14%	-1.9	20%

Single records, from the list above.
Shown for CCN(CC)S(=O)(=O)c1ccc(OC)c(NC(=O)CSCc2c(C)noc2C)c1 : Nrf2 activator: -0.3%; Nrf2 block: ?; HepG2 tox: -14%; ATXN2 expr inh: -8%; S2 tox: i; A549 tox: 2%; TGFb inhibitor: 9%; IL-2 act: -0.8; EPAC2 agonist: 6%
Shown for O=C(COC(=O)C1(c2ccccc2)CC1)N1CCN(c2ccc(F)cc2)CC1 : Nrf2 activator: 0.3%; Nrf2 block: ?; HepG2 tox: -15%; ATXN2 expr inh: -16%; S2 tox: i; A549 tox: 0%; TGFb inhibitor: 22%; IL-2 act: -0.3; EPAC2 agonist: -1%
Shown for CCOC(=O)N1CCN(S(=O)(=O)c2ccc(C(=O)N(CCN(C)C)c3nc4c(C)cccc4s3)cc2)CC1 : Nrf2 activator: -0.2%; Nrf2 block: 7%; HepG2 tox: -47%; ATXN2 expr inh: -12%; S2 tox: i; A549 tox: -5%; TGFb inhibitor: 23%; IL-2 act: -3.2; EPAC2 agonist: 13%

Next part
SMILES	Nrf2 activator	Nrf2 block	HepG2 tox	ATXN2 expr inh	S2 tox	A549 tox	TGFb inhibitor	IL-2 act	EPAC2 agonist
O=C(OCC(=O)N1CCOCC1)c1ccccc1OCc1ccc(Cl)cc1	5.7%	3%	-8%	4%	i	2%	7%	-0.9	6%
COC1CCN(C(=O)c2ccc3oc(Cc4ccc(Cl)cc4)nc3c2)CC1	2.2%	10%	0%	2%	i	-1%	-2%	-1.5	-8%
CC(NC(=O)COc1ccc(S(=O)(=O)N2CCOCC2)cc1)c1ccccc1 (centres undefined)	-1.0%	5%	1%	-20%	i	8%	-8%	-0.1	8%
O=C(NCc1cccs1)C1CCN(c2nc3ccccc3o2)CC1	-0.7%	-18%	-8%	-3%	i	0%	6%	-1.4	5%
COc1cccc(C(=O)NC(=S)Nc2ccc([N+](=O)[O-])cc2C)c1	3.4%[9.22 µM]	?	-23%	0%	?	-5%	-9%	-0.2	-2%
C#Cc1cccc(NC(=O)C2CCN(C(C)=O)CC2)c1	0.2%	12%	4%	-8%	i	1%	-3%	0.7	-5%
CC(C)c1nc2cc(C(=O)N3CCNC(=O)C3c3ccc(F)cc3)ccc2o1 (centres undefined)	0.0%	?	-7%	-14%	i	-6%	-18%	-3.1	-4%
CCOC(=O)C1=C(COC(=O)CCS(=O)(=O)c2ccc(C)cc2)NC(=O)NC1C (centres undefined)	21%	8%	-6%	-7%	i	8%	1%	-6.3	12%
COc1ccc(C(C#N)=Cc2ccccc2OC)cc1	-1.3%	/	-37%	/	i	/	-7%	-1.5	5%
COc1ccc(OC)c(NC(=O)CSC2=Nc3ccccc3C3=NC(CCC(=O)NCCc4ccccc4)C(=O)N23)c1 (centres undefined)	5.0%	/	-2%	/	/	2%	5%	/	/
O=C(Nc1cccc(S(=O)(=O)N2CCOCC2)c1)c1cnn2c(C(F)F)cc(-c3ccccc3)nc12	0.0%	5%	-21%	-13%	?	2%	11%	1.6	-4%
CC(=O)Nc1ccc(/C=C/c2nc(-c3ccccc3O)n(-c3ccccc3)n2)cc1	-0.2%	-4%	-43%	-24%	?	0%	?	/	/
CN(Cc1ccccc1)C(=O)COc1ccc(C(C)(C)C)cc1	2.2%	30%	-21%	/	i	9%	-17%	-0.2	1%
CC(=O)N(CCS(=O)(=O)c1ccc(Cl)cc1)Cc1cccs1	-0.3%	16%	-10%	/	i	26%	-18%	-0.3	4%
CCOC(=O)N1CCN(c2c(NCCc3ccc(C)cc3)c(=O)c2=O)CC1	-0.5%	20%	-24%	4%	i	0%	-2%	0.8	-4%
CC(=O)c1cccc2c(O)c(C3=Nc4ccccc4C3=O)[nH]c12	?	3%	-105%	?	?	?	?	-3.0	0%
O=C(O)C1CCCCC1C(=O)Nc1cnn(Cc2ccccc2)c1 (centres undefined)	-0.3%	-6%	-28%	-1%	?	-9%	?	-0.2	-3%
CCCN(CCC)c1c([N+](=O)[O-])c(=O)oc2ccccc12	-0.3%	-2%	-43%	8%	i	3%	-14%	-1.5	5%
CN(Cc1nc(-c2cnccn2)no1)Cc1n[nH]c2c1CCCC2	0.4%	-16%	-5%	-18%	i	3%	1%	1.2	4%
Cc1cccc(OCCC(=O)Nc2ccc(C)c(S(=O)(=O)N3CCOCC3)c2)c1	7.1%	?	-23%	/	i	4%	?	-0.3	21%
OC[C@@H]1CN(Cc2ccc3c(c2)OCO3)C[C@H](n2cnc3c(N4CCCC4)ncnc32)O1	-0.8%	/	-15%	-5%	i	/	15%	-0.5	9%
COc1ccc(C(NC(=O)c2cccc(F)c2)c2ccccc2)cc1 (centres undefined)	0.1%	-3%	7%	-10%	i	-1%	31%	0.6	0%
CCOc1ccc(S(=O)(=O)NCC2CCCO2)c2ccccc12 (centres undefined)	0.0%	-7%	-2%	-5%	i	8%	-27%	-0.5	3%
CC(C)(Cl)C1Cc2cc3ccc(=O)oc3cc2O1 (centres undefined)	0.3%	3%	-46%	53%[activator]	i	1%	0%	1.4	5%
COc1ccccc1CC(=O)Nc1ccc(-c2noc(COc3cccc(C)c3C)n2)cc1	-1.9%	-17%	41%	-3%	i	-1%	?	-3.8	6%
O=C(NCc1cn2ccsc2n1)Nc1cccc(Cl)c1	-0.3%	-14%	4%	9%	i	-8%	6%	-0.5	3%
Cc1ccc(C(=O)NCc2ccc3c(c2)OCO3)o1	0.4%	8%	-1%	2%	i	5%	14%	-2.8	0%
Cc1oc2ccc(O)cc2c1C(=O)OC(C)C	3.2%	-5%	-20%	50%[activator]	i	-8%	?	-1.4	9%

Not a hit list, and some 4.3% of all compounds hit somewhere here.
